14-3-3 Bad inh: disrupts binding of bovine 14-3-3 zeta to phospho-Bad peptide; hit rate 0.71% among 220,000; TR-FRET 14-3-3zeta/Dy647-pBad peptide displacement, 1 h; inhibition, % at 21.7 µM; AID 781;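 active = inhibition above about 70%, limit read from the data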;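 also: 0% = full 14-3-3 plus peptide FRET controls and 100% = background without 14-3-3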
Tb hexokinase: T. brucei hexokinase 1 inhibition. recombinant TbHK1, G6PDH-coupled NADH A340. inhibition, % at 10 µM. hit rate 0.11% among 220,000. AID 1430;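 active = inhibition of 50% or more in the single-dose primary screen; inactive = inhibition below 50%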
MDM2 E3 inh: inhibitors of human Mdm2 E3 ubiquitin ligase; Q00987; cell-based MDM2 ubiquitination luciferase reporter, 2 h; 0 = plate control, 100 = twice control, blank-subtracted; signal enhancement, % at 5 µM; hit rate 0.11% among 210,000; AID 1230;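 active = signal enhancement of 30% or more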;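 also: luminescence tracks abundance of the self-degrading MDM2-luciferase fusion protein; higher signal means inhibition of MDM2 E3 ligase activity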
Target sequence (Q00987 whole entry, looked up, the tested form may be a part): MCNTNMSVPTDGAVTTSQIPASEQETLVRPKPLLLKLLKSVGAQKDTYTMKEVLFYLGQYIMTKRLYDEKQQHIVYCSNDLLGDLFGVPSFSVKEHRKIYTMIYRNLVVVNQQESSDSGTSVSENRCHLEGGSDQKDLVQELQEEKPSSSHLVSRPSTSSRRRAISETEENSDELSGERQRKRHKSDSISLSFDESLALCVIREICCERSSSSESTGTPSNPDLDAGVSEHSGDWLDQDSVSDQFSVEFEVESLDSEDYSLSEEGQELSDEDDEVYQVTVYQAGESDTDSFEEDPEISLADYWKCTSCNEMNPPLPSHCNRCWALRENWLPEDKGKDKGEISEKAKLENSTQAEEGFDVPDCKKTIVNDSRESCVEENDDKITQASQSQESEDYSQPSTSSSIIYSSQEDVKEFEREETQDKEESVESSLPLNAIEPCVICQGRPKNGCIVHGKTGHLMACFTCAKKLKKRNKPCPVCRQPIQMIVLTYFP
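Test system: mammalian cells stably expressing self-ubiquitinating, self-degrading MDM2 E3–luciferase fusion; Amount: 2000 cells in each well; Medium: DMEM; Schedule: 4 h settle plus 2 h compound, 37 °C; Technique: SteadyLite luciferase luminescence after 15 min room-temperature reagent incubation; Benchmarks: plate control and blank wells.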
EBV gp42 block: EBV gp42 inhibition; Fluorescence polarization binding assay, mP read-out; inhibition, % (tested at 21.74 µM); hit rate 0.42% among 220,000; in the data active = inhibition above about 50%
Hck-Nef inh: inhibitors of human Hck kinase activated by Nef; inhibition, % at 20 µM; hit rate 0.68% among 220,000; P08631; Recombinant Hck-YEEI plus Nef, Z-Lyte FRET kinase assay;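 active = Hck-Nef kinase inhibition above about 50%, limit read from the data; inactive = inhibition below that limit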;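 also: 0% = DMSO with Hck plus Nef and 100% = Hck alone without Nef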
Runt-SMMHC FRET: inhibitors of human RUNX1 Runt domain binding to CBFb-SMMHC; Cerulean-Runt/Venus-CBFb-SMMHC FRET ratio 530/480, 1 h; inhibition, % at 20 µM; hit rate 0.74% among 220,000; AID 1434;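 active = mean inhibition across duplicate retests at 20 µM reaching about 50%, limit read from the data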;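 also: 0% = DMSO wells and 100% = wells with excess untagged CBFb-SMMHC; inhibitors lower the FRET ratio by blocking Runt binding to CBFb-SMMHC; some results filed as inactive read as strong as hits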
L929 necroptosis: blocks zVAD induced death of L929 cells; hit rate 0.38% among 220,000; AID 1377; L929 zVAD necroptosis rescue, ATP luminescence, 24 h; with zVAD 60 µM; viability rescue, % at 10 µM;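 active = activation, scaled between plate controls, above about 75%, limit read from the data; inactive = activation under that limit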;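 also: 0% = zVAD with DMSO and 100% = DMSO alone without zVAD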
Runt-CBFb FRET: blocks binding of human RUNX1 Runt domain to CBFb. inhibition, % at 20 µM. AID 1496. Cerulean-Runt/Venus-CBFb FRET ratio 530/480, 1 h. Q01196+Q13951. hit rate 0.46% among 220,000;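 active = inhibition over about 50% at 20 µM in the single-dose screen, limit read from the data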;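 also: 0% = DMSO wells and 100% = excess unlabeled CBFb competitor control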
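Doses: 20 µM compound in 1% DMSO | Material: Cerulean-labeled Runt domain protein | Amount: Each fluorescent fusion protein 100 nM | Schedule: Two 1 h room-temperature incubations shielded from light | Measured by: FRET fluorescence | Evaluation: Loss of energy transfer signal | Controls: Unlabeled CBFb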
p47phox inh: p47phox (human) inhibition. P14598. p47phox/p22phox peptide binding, fluorescence polarization, 2 h. inhibition, % at 24.7 µM. hit rate 0.53% among 220,000. AID 1274;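 active = inhibition above about 30%, limit read from the data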;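 also: 0% = p47phox with labelled peptide and 100% = labelled peptide alone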
Target sequence (P14598 whole entry, looked up): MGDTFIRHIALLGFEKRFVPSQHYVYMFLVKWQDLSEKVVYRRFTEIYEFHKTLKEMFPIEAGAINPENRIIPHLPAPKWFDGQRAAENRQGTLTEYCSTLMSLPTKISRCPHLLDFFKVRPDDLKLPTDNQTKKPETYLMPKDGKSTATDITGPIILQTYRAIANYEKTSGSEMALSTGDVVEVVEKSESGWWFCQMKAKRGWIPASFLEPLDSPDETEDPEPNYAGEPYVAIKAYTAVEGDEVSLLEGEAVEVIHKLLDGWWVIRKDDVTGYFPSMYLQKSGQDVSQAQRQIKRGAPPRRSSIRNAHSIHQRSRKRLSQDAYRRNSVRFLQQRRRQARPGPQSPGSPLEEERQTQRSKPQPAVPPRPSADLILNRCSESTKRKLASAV
An asterisk follows results filed as active; · = no result given; [ ] = another dose, or the depositor's remark.

Every second line gives: 14-3-3 Bad inh	Tb hexokinase	MDM2 E3 inh	EBV gp42 block	Hck-Nef inh	Runt-SMMHC FRET	L929 necroptosis	Runt-CBFb FRET	p47phox inh
N#Cc1c(-c2ccc(Cl)cc2)c(C#N)c(=O)n(N)c1N
    23	-26	-13	2	-1	-4	-1.1	1	-2
CCOC(=O)C(C)(C)Sc1nc2c(cnn2-c2ccc(C)cc2)c(=O)[nH]1
    -2	-1	·	-20	-1	-5	0.0	-4	-15
Cc1ccc(/C=N/N2CCN(C3c4ccccc4-c4ccccc43)CC2)o1
    -6	-21	-9	-11	10	-1	-0.1	18	-5
CCOC(=O)c1c(N)n[nH]c1-c1ccccc1
    1[fluorescence artefact?]	5	-10	-1	-1	-1	0.5	2	-6
Cc1nccn1CCC(=O)O
    0[fluorescence artefact?]	0	-21	12	1	1	2.6	-5	-5
O=[N+]([O-])/C(C(Cl)=C(Cl)Cl)=C(/Sc1ccccc1)N1CCCCC1
    -3	-17	-14	-9	8	-4	2.1	2	-12
Cc1ccc2nc3c(cc2c1)c(NS(=O)(=O)c1ccccc1)nn3CC(C)C
    -11	-10	-2	22	11	-19	0.6	-7	-11
Cc1cc(C)nc(N/N=C/c2ccccc2OCc2ccc(Br)cc2)n1
    9	-2	-2	0	2	-3	-0.1	-2	-12
Cc1cc(NC(=O)CSc2nc(-c3ccccc3)c(C#N)c(=O)[nH]2)no1
    33	-8	-18	-14	4	-5	0.4	3	-2
O=C1CS/C(=C/C(=O)c2ccccc2)N1
    1	-33	-18	-12	1	3	0.0	-1	-16
Cc1[nH]c(C)c2c(=O)n(-c3ccccc3)ncc12
    -4	-5	-10	-10	0	1	1.4	-1	-55
C=CCN(CC=C)CCOc1ccc2ccccc2c1
    12	2	-4	-7	2	-1	-0.3	-2	-7
C=CCOC(=O)C1=C(C)Nc2[nH]c(=O)[nH]c(=O)c2C1c1ccccc1 (configuration not stated)
    -2	-7	-26	1	11	0	-1.1	-1	1
C/C(CC(=O)Nc1ccccn1)=N\NC(=O)c1cnccn1
    -7	-2	-9	-10	2	2	0.5	0	-10
Cc1nc(C(=O)Nc2ccccc2Cl)cc2c1[nH]c1ccccc12
    57	16	-19	-4	2	7	0.4	1	-20
CCS(=O)(=O)Nc1ccc(NC(C)=O)cc1
    -4	1	-7	-9	-19	-5	-0.4	-1	-7
CCN(CC)C(=O)CSc1nc2ccccc2c(=O)n1-c1cccc(OC)c1
    -19[fluorescence artefact?]	-7	-12	-4	0	-1	-0.6	2	3
O=C(NCc1ccco1)c1cc2n(n1)C(C(F)(F)F)CC(c1ccc(Cl)c(Cl)c1)N2 (configuration not stated)
    10[fluorescence artefact?]	12	-11	-11	0	-39	-0.1	-20	-14
CCOC(=O)Cc1nnc(Nc2ccc(C(=O)NC)cc2)c2ccccc12
    -6	-42	-9	-4	16	2	-0.8	1	-1
COc1ccc(CC(=O)OCC(=O)Nc2ccc3c(c2)OCCO3)cc1OC
    -1[fluorescence artefact?]	1	7	-12	3	0	0.5	0	-6
Cn1c(-c2ccc(Cl)cc2)cnc1NCc1cc2c(cc1[N+](=O)[O-])OCO2
    -12	24	0	9	2	3	2.0	9	15
CCOC(=O)N1CCC(NC(=O)C2CCN(c3ccc(N4CCOCC4)nn3)CC2)CC1
    ·	-9	-19	·	1	11	1.4	11	·
CC(C)(C)C1CCC(C(=O)Nc2cccnc2)CC1 (configuration not stated)
    -10	-2	-21	1	6	0	25	-5	1
CC1=C(C(=O)OC2CCCC2)C(c2coc3ccc(C)cc3c2=O)C2=C(CCCC2=O)N1 (configuration not stated)
    -7	-4	-11	-6	-4	2	-0.5	-2	-4
O=C(O)CCc1ccc(-c2ccc(F)cc2)n1Cc1ccco1
    -12	5	-7	-9	3	4	1.0	7	-23
CCCCOC(=O)c1ccc(Nc2ccc([N+](=O)[O-])cn2)cc1
    -22	24	-3	5	4	-38	0.2	-12	-8
COc1ccc(C(=O)NC(=S)Nc2ccc(Cl)cn2)cc1OC
    -13	-1	-14	-3	22	-5	0.8	-1	-2
CCN(CC)S(=O)(=O)c1c(Br)cc(C)cc1Br
    -3	6	-12	2	5	0	1.0	0	-3
COCCn1c(SCC(=O)c2[nH]c(C)c(C(C)=O)c2C)nc2ccccc21
    7	-15	-6	-1	-1	2	1.2	0	-5
Cc1cccc2nc(CSC(=N)N)c(Br)n12
    -2	-1	·	2	4	0	4.9	6	-2
CCNCCNC(=O)c1c(O)c2cccc3c2n(c1=O)CCC3
    -1[fluorescence artefact?]	-5	-12	-17	3	-6	5.9	-1	9
CC(C)CCn1c(N2CCC(C(N)=O)CC2)nc2c1c(=O)[nH]c(=O)n2C
    -11[fluorescence artefact?]	3	-7	-5	0	-4	0.5	-3	-19
Cc1cc(C(=O)OCC(=O)N2CCN(C(=O)c3ccco3)CC2)c(C)n1-c1ccc(F)cc1
    5	-7	-16	-17	1	5	87*	-3	-22
O=C(Cn1nc(-c2ccccc2)c2ccccc2c1=O)Nc1ccccn1
    9	1	-1	-11	-1	-8	0.2	1	-12
Cc1cc(C)nc(N2CCCC(C(=O)Nc3ccc4c(c3)OCO4)C2)n1 (configuration not stated)
    0	-5	-9	14	8	0	-0.5	0	-3
COc1ccc(OCC(=O)Nc2ccccc2OC(F)F)cc1
    -5	6	-74	0	0	-7	0.6	-2	-5
CCCOC(=O)c1ccc(-n2nnnc2SCC(=O)N2CCCCC2)cc1
    2	-6	-14	-10	0	2	2.3	-2	-8
CC1(C)CC(=O)C=C(NCc2cccs2)C1
    0	8	-10	-4	0	3	-0.4	-1	-10
COCCNC(=S)NNC(=O)c1cccs1
    -8	-10	-5	-3	21	-1	1.2	2	2
O=c1[nH]c(-c2ccc(O)cc2)nc2scc(-c3cccs3)c12
    1	-7	-7	-6	5	9	1.9	3	-29
Cc1ccc2c(c1)cc(CN(Cc1ccco1)C(=O)N1CCOCC1)c1nnnn12
    -3	3	-13	-12	13	3	1.7	-1	-7
NC(=O)CSC1=N/C(=C\c2ccco2)C(=O)N1c1ccc(OC(F)F)cc1
    -21	-1	-6	-11	25	-14	64	-2	-17
COc1ccc(Cl)cc1-c1nc(SCC(=O)NC(C)C(C)C)n[nH]1 (configuration not stated)
    9	2	-12	-4	11	1	0.3	-5	-6
O=C(CSc1nnnn1-c1cccc2ccccc12)N1CCOCC1
    14	-2	-5	-10	9	-3	-1.0	1	0
O=C(CC12CCC(CC1)C2)NCc1ccc2c(c1)OCO2
    12	-2	-1	-3	8	-3	0.2	-1	1
OCCC1CN(Cc2cnn(-c3ccc(F)cc3)c2)CCN1Cc1ccsc1 (configuration not stated)
    -5	-1	13	-8	19	2	0.3	-1	-8
COC(=O)C1=C(C)NC2=C(C1c1ccc(O)cc1)S(=O)(=O)c1ccccc12 (configuration not stated)
    0	-8	-8	2	1	-12	1.0	-1	-10
Cc1cc(Nc2ccc(F)cc2)n2nc(C)nc2n1
    1	1	-10	-11	0	-2	-0.7	2	-6
CCn1cc(C(=O)N2CCN(Cc3ccc4c(c3)OCO4)CC2)c(=O)c2ccc(C)nc21
    -13	-23	-11	-6	-1	3	0.3	2	1
COc1cc(CC(=O)N(c2ccccc2)c2nc(C)cs2)cc(OC)c1OC
    2	2	-10	3	-16	0	-0.2	-1	-14
CCc1ccc(NC(=S)Nc2ccc3[nH]c(=O)[nH]c3c2)cc1
    -6	0	-4	-2	19	25	-0.4	9	-7
O=C(Cc1coc2cc3c(cc12)CCC3)NCC1(N2CCCCC2)CCCCC1
    8	4	-7	-37	3	4	1.9	0	-65
COc1ccc(C(=O)N[C@H](C(=O)NCC2CCCCC2)C(C)C)cc1
    -3[fluorescence artefact?]	5	3	-4	-18	-1	-0.9	3	-1
CCC1CCCCN1C(=O)CSc1nnc(-c2ccco2)o1 (configuration not stated)
    -8	3	-19	2	-1	3	-0.2	-4	-3
CCc1ccccc1NC(=S)NCC1CCN(c2ccc(OC)cc2)C1 (configuration not stated)
    -4	10	·	0	1	5	-1.1	16	-6
CN(C)c1ccc(NC(=O)Nc2cccc(Cl)c2)cc1
    0[fluorescence artefact?]	1	-37	-17	1	13	0.3	16	-5
CCOC(=O)c1cnn2cc(-c3[nH]ncc3[N+](=O)[O-])cnc12
    0	-16	7	7	0	1	0.3	-1	-3
CC1(c2ccccc2)NC(=O)N(Cc2ccc([N+](=O)[O-])cc2)C1=O (configuration not stated)
    11	3	-13	-23	-1	0	-0.1	1	-7
CC(C)(C)NC(=O)c1ccc2c(c1)C(=O)N(C1CCCCC1)C2=O
    -9	4	-12	-1	1	-2	1.5	-2	-5
COc1nccnc1NS(=O)(=O)c1ccc(N=Cc2c(C)[nH]n(-c3ccccc3)c2=O)cc1
    -25[fluorescence artefact?]	11	-4	-6	-2	-4	1.1	-3	-8

Continuation:
Every second line gives: 14-3-3 Bad inh	Tb hexokinase	MDM2 E3 inh	EBV gp42 block	Hck-Nef inh	Runt-SMMHC FRET	L929 necroptosis	Runt-CBFb FRET	p47phox inh
Oc1[nH]c2ccccc2c1N=Nc1ccc(F)cc1
    -9	-3	-1	-122	5	-151	69	-223	-67
O=C(/C=C/c1ccco1)N1CCN(S(=O)(=O)/C=C/c2ccccc2)CC1
    -12	-11	-13	-8	-78	-8	0.7	13	-18
CCc1nnc(NC(=O)c2ccc(S(=O)(=O)N3CCOCC3)cc2)s1
    6	-15	-11	4	1	1	-0.5	1	-14
COc1ccc(C(=O)O)nc1C
    33	-7	-12	-1	10	-6	-0.3	2	6
COc1ccccc1C(=O)Nc1nc(-c2ccc3c(c2)OCCO3)cs1
    -17	-2	-8	-8	16	3	0.3	0	-7
CCCNC(=O)NS(=O)(=O)c1cnccc1Sc1ccc(Cl)c(Cl)c1
    37	-1	-5	-27	0	20	0.2	43	-4
Cn1ncc(Br)c1C(=O)N/N=C/c1cccc(OC2CSC2)c1
    -12	-6	3	-3	7	-1	0.4	-2	6
CCOC(=O)c1c(NC(=O)C(C)Sc2cccc[n+]2[O-])sc2c1CCN(Cc1ccccc1)C2 (configuration not stated)
    -2	-15	-19	-37	5	81*	0.8	112*	-38
CCS(=O)(=O)c1ccc(S(=O)(=O)CC)s1
    13	1	-4	-12	1	0	0.3	-1	-12
O=C(O)C1CCCN(S(=O)(=O)c2ccc(F)cc2)C1 (configuration not stated)
    -11[fluorescence artefact?]	1	-5	-10	-7	-2	0.7	0	-5
COc1ccc(N2C(=O)CC(NCc3ccncc3)C2=O)cc1 (configuration not stated)
    -3	1	-25	-18	0	-1	0.8	-3	-5
CN1CCN(S(=O)(=O)c2ccc(N)cc2)CC1
    12	2	-21	-4	18	4	1.2	·	26
Cc1cccc(OCc2nnc(SCC(=O)c3ccccc3)o2)c1
    17	22	4	-15	0	-1	-0.3	-2	-17
Cc1ccc(C2C(=O)N(C3CCCC3)CC(=O)N2CC2COc3ccccc3O2)cc1 (configuration not stated)
    2	10	-6	-7	0	4	-0.6	-1	-5
